From PubChem
Autophagy HCS: alters autophagy in cells. MEF GFP-LC3 puncta imaging; test concentration mostly 10 µM. calls only at 10 µM (by protocol). 0.98% of 190,000 active;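 active = percentage of spot-positive cells more than 3 SD above its plate mean, without a fluorescence outlier flag or 80% toxicity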;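 note: spot-positive cell cutoff set from DMSO-treated cells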
ER stress rescue: protection against thapsigargin-triggered cell killing – 384-well, CSM14.1, ATP luminescence, primary screen (AID 1222); CSM14.1 thapsigargin-induced death rescue, ATP luminescence; higher % means a stronger effect; cellular ATP content (survival), % at 20 µM, or EC50 in µM where a hit was titrated; 190,000 tested, under 10 active;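 active = EC50 below 50 µM in the dose-response confirmation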;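 note: death triggered by thapsigargin at about 15 µM added after 2 h compound pretreatment; cell ATP read after overnight thapsigargin exposure of roughly 18 to 22 hours; normalized against plate controls of thapsigargin alone and 5% DMSO vehicle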
XIAP displacement: XIAP antagonists, biochemical, IAP family, fluorescence polarization (AID 1018); XIAP BIR domain, fluorescence polarization peptide displacement; higher % means a stronger effect; displacement, % at 20 µM; hits with a dose series show IC50 in µM; 0.007% of 200,000 active; in the data active = displacement above about 50%; note: a part of the inactive calls stands beside numbers as strong as those of hits
Hep lipid drop: modulators of hepatic lipid droplet formation | AML12 mouse hepatocytes, oleate lipid droplets, BODIPY imaging | inhibition, % at 6.5 µM | 0.4% of 240,000 active;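 active = lipid droplet intensity inhibited by at least 50%, with more than 500 cells counted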
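Material: mouse AML12 hepatocyte cell line, fixed after treatment; Timing: compound with oleate, overnight; Technique: high-content imaging of BODIPY-stained droplets and DAPI nuclei; Probe or stimulus: oleate, 100 µM final; Dosing: compound at 6.5 µM only.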
Ins promoter up: MIN6 insulin promoter up-regulation; 0.3% of 190,000 active; MIN6 insulin promoter-GFP reporter, high-content imaging; hits give high values; z-score at 5 µM;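 active = z-score above 3 at 5 µM with at least 500 cells counted in the well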
Dynein transport: blocks dynein driven cargo transport along microtubules; 3617.4 mouse cells, GR-EGFP nuclear translocation imaging; test concentration mostly 20 µM; stimulated with dexamethasone, 1 µM; hits give low values; z-score, hits read low; 0.47% of 220,000 active;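 active = plate z-score of nuclear minus cytoplasmic receptor signal below a set negative limit, without overly bright fluorescence or cell loss, cut at about -3.5 in these data, passing the limit was not always enough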;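 note: z-score of nuclear minus cytoplasmic ring GR-EGFP intensity difference per well; some compounds called inactive have numbers as strong as hits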
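medium = tetracycline-free induction medium containing charcoal-stripped FBS | also added = 1.0 µM final dexamethasone stimulus | schedule = 48 h induction, 1 h compound, 30 min dex at 37 °C | technique = fixed, Hoechst-stained cells imaged at 10x for EGFP | measure = GR-EGFP nuclear translocation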
MT stabilize HCS: microtubule stabilization, imaging screen; HeLa tubulin immunostaining HCS, 24 h; share of cells brighter than vehicle mean+2SD; % tubulin-high responders, % at 10 µM; 0.83% of 200,000 active;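 active = plate Z-score above 3 for both tubulin-high and condensed-nucleus cell shares, with cell loss under 80%, at 10 µM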;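 note: anti alpha tubulin signal scored within the nucleus-defined area of each cell; some results filed as inactive read as strong as hits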
b-catenin transl: beta-catenin nuclear translocation modulation | HeLa beta-catenin nuclear translocation, immunofluorescence imaging | nuclear translocation activity, % at 5 µM | 0.3% of 190,000 active;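 active = nuclear translocation activity above 50% at 5 µM, with a well cell count of 50 or more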;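 note: per-cell ratio of nuclear to cytoplasmic median beta-catenin stain intensity; plate controls were DMSO negative control for no effect and GSK-3 inhibitor IX positive control for full effect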
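Test system: human HeLa cell line; Doses: 5 µM primary, 0.02–20 µM confirmation; Incubation: 24 h compound exposure, 37°C; Detection: beta-catenin immunofluorescence imaging with DAPI; Read-out: beta-catenin nuclear/cytoplasmic ratio, % activation.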
WT yeast gro inh: growth inhibition of WT yeast, mitochondrial fusion screen | mitochondrial fusion phenotypic screen, WT strain | inhibition, % at 10 µM | 2.1% of 190,000 active | AID 1362; in the data active = inhibition above about 58%; tested in S. cerevisiae
WT yeast gro inh mutant strain: second read-out of WT yeast gro inh, no call of its own (marks repeat the call); inhibition, %; mitochondrial fusion phenotypic screen, mutant strain inhibition
Dynein transport cytoplasmic EGFP: second read-out of Dynein transport, no call of its own (marks repeat the call); z-score; measured here: cytoplasmic GR-EGFP intensity; hits give high values
Dynein transport nuclear GR-EGFP: recorded beside Dynein transport, whose call it bears; z-score; measured here: nuclear GR-EGFP intensity;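 lower value marks the stronger effect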
Dynein transport cell count: second read-out of Dynein transport, no call of its own (marks repeat the call); z-score; measured here: cell count per field
Ins promoter up cell count: also measured in Ins promoter up; calls as there; cell count; measured here: cytotoxicity, nuclei count;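 total cells summed across four imaged fields per well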
Hep lipid drop cells 6.5 µM: second read-out of Hep lipid drop, no call of its own (marks repeat the call); cell count; measured here: cell count, cytotoxicity flag;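 cells counted across two imaged fields per well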
b-catenin transl cell count 5 µM: further read-out of b-catenin transl, marked with its call; cell count; measured here: cell count, cytotoxicity flag
MT stabilize HCS Hoechst-high %: also measured in MT stabilize HCS; calls as there; % Hoechst-high responders; measured here: nuclear condensation Hoechst responders;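 share of cells brighter than vehicle mean plus two SD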
MT stabilize HCS cytotoxicity %: also measured in MT stabilize HCS; calls as there; toxicity, %; measured here: cytotoxicity by cell density;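 0% = mean cell density of plate MIN control wells and 100% = no cells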
Autophagy HCS cell loss 18 h: also measured in Autophagy HCS; calls as there; toxicity, %; measured here: cell loss, nuclei count;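 cell loss after 18 h compound exposure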
Starred values were filed as active, the others as inactive; i = inactive; . = no result given. Random draw from the library; overall some 4% were active at least once.

SMILES | Autophagy HCS | Autophagy HCS cell loss 18 h | ER stress rescue | XIAP displacement | Hep lipid drop | Hep lipid drop cells 6.5 µM | Ins promoter up | Ins promoter up cell count | Dynein transport | Dynein transport cytoplasmic EGFP | Dynein transport nuclear GR-EGFP | Dynein transport cell count | MT stabilize HCS | MT stabilize HCS Hoechst-high % | MT stabilize HCS cytotoxicity % | b-catenin transl | b-catenin transl cell count 5 µM | WT yeast gro inh | WT yeast gro inh mutant strain
CCn1c(N)c(C(=O)NCc2ccc3c(c2)OCO3)sc1=S | i | 9 | -0.3% | -3.4% | -1 | 744 | -0.51 | 955 | 0.79 | -0.24 | 0.73 | -0.26 | 5.6 | 2.1 | 4.5 | -4.0 | 1248 | 22 | 0
CCc1ccc(CC(=S)N2CCOCC2)cc1 | i | -2 | -1.0% | -1.3% | -1 | 728 | 0.06 | 1240 | -0.33 | -0.32 | -0.43 | -0.31 | 2.7 | 3.6 | 2.6 | -0.9 | 1084 | -8 | 8
CCC1CCCN1Cn1cnc2c([nH]c3ccc(C)cc32)c1=O (stereo not drawn) | i | 11 | -3.2% | -6.4% | 2 | 748 | 0.21 | 1059 | -0.54 | -0.17 | 0.59 | 0.19 | 4.5 | 4.1 | 6.5 | 0.1 | 596 | 1 | -11
CCn1c(SCC(=O)c2ccccc2)nnc1-c1ccoc1C | i | 4 | -0.5% | 1.5% | . | . | -0.06 | 1268 | -0.82 | -0.11 | -0.21 | 0.66 | 5.1 | 3.8 | 6.8 | -3.8 | 978 | 10 | 5
COc1ccccc1/C=N/NC(=S)NCc1ccco1 | . | . | . | . | 2 | 696 | -0.3 | 944 | 0.31 | -0.25 | 0.71 | -0.27 | . | . | . | -0.8 | 1278 | . | .
Cc1nc(NC(C)c2ccccc2)sc1C(=O)Nc1ccccc1 (stereo not drawn) | i | 8 | . | -5.4% | 2 | 691 | -1.5 | 1178 | -0.25 | -0.23 | 0.68 | -0.21 | 3.4 | 2.1 | 2.6 | 5.2 | 947 | 18 | 11
O=C(CCNc1n[nH]c(=O)[nH]c1=O)N/N=C/c1ccccc1Br | i | 12 | 0.1% | -6.4% | 1 | 696 | -0.15 | 1221 | -0.25 | -0.29 | 0.15 | 0.1 | 2.5 | 2.3 | 3.9 | -1.6 | 1122 | -11 | 7
CCN(CC)S(=O)(=O)c1ccc(NC(=O)c2ccc(NS(C)(=O)=O)cc2)cc1 | i | -4 | -1.3% | 3.3% | -16 | 733 | -0.49 | 1291 | 0.094 | -0.24 | 0.0022 | 0.22 | 3.2 | 2.2 | 5.7 | -1.9 | 1076 | -15 | 8
COC(=O)[C@@]1(Cc2ccc(F)cc2)[C@H]2c3cc(C(=O)N(C)C)n(CCc4ccccn4)c3C[C@H]2CN1C(=O)c1ccccc1 | i | -2 | 0.0% | -5.9% | -16 | 696 | -0.9 | 1244 | -0.69 | -0.26 | -0.036 | 0.57 | 3.4 | 2.1 | 9.6 | . | . | -5 | -7
COc1ccccc1OCCCOc1c(Cl)cc(C)cc1Cl | i | 2 | -2.3% | 0.9% | -2 | 659 | -0.19 | 1280 | 0.082 | -0.17 | 0.21 | 0.39 | 2.0 | 1.9 | 0.4 | 1.1 | 865 | 4 | -3
NC(=S)N/N=C/c1ccc2c(c1)OCCO2 | i | 14 | -1.6% | -5.9% | -15 | 674 | -0.64 | 1057 | 1.3 | -0.2 | 0.32 | -0.53 | 4.0 | 1.7 | 14 | 3.2 | 1026 | 27 | 19
Cn1c2ccccc2c2cc(C(=O)N3CCN(CCO)CC3)sc21 | i | 6 | -0.8% | -5.0% | -6 | 621 | 0.92 | 1829 | . | . | . | . | 0.7 | 2.2 | 13 | -1.6 | 1018 | -22 | -10
O=C(CN1C(=O)c2cccc3cccc1c23)N1CCN(c2ccc(F)cc2)CC1 | i | 10 | 0.5% | -2.9% | . | . | 1.1 | 1335 | -0.096 | -0.42 | -0.15 | 0.43 | 3.6 | 1.0 | 3.0 | -5.8 | 890 | 0 | 4
Cc1[nH]c2ccccc2c1N=Nc1cccc(C(=O)O)c1 | i | 30 | -2.4% | -3.1% | 10 | 673 | -0.32 | 1467 | 1.9 | -0.23 | 1.1 | -1.6 | 3.9 | 2.4 | 5.6 | -1.2 | 944 | -11 | -4
Cc1ccc(-c2[nH]c3ccccc3c2SCCN)cc1 | . | . | . | . | -6 | 711 | 0.11 | 970 | 0.046 | -0.25 | -0.083 | 0.54 | . | . | . | 0.0 | 1240 | . | .
O=C(NCCc1cn2ccccc2n1)C1CCCCC1 | i | 10 | -2.4% | 2.7% | -16 | 679 | -0.05 | 1514 | -1.2 | -0.18 | -0.67 | 0.45 | 2.7 | 4.0 | 5.8 | 1.9 | 930 | -16 | -2
Cc1c(/C(O)=C2\C(=O)C(=O)N(CCN(C)C)C2c2ccco2)cnn1-c1ccccc1 (stereo not drawn) | i | 35 | -1.1% | -3.1% | 22 | 814 | -0.5 | 889 | 1.6 | 0.6 | 0.76 | -0.55 | 1.8 | 1.1 | 5.9 | . | . | -19 | -31
Cn1cc(CN2CCN(Cc3ccccc3)CC2)c(-c2cccc(Cl)c2)n1 | i | 12 | -1.9% | -6.0% | 0 | 696 | -0.17 | 1416 | -0.71 | 0.12 | -0.25 | 0.86 | 4.5 | 3.1 | 4.6 | -0.9 | 1058 | 10 | -1
Cc1ccc(S(=O)(=O)N(CC(=O)NCCSCc2ccco2)c2ccc(F)cc2)cc1 | i | -22 | 2.6% | -4.5% | 3 | 706 | 1.1 | 1519 | -0.19 | -0.079 | 0.2 | -0.76 | 2.8 | 2.1 | 6.3 | -0.8 | 1056 | 24 | -3
O=C(Nc1c(C(=O)O)[nH]c2ccc(F)cc12)c1cccc(C(F)(F)F)c1 | . | . | . | . | 14 | 742 | -0.41 | 1006 | -0.6 | -0.26 | -0.37 | 0.58 | . | . | . | -0.5 | 1324 | . | .
Cc1cccc(OCc2nnc(SCC(=O)N3CC(=O)Nc4ccccc43)o2)c1 | i | 18 | -1.8% | -1.2% | 3 | 702 | . | . | -0.68 | -0.22 | -0.35 | 0.71 | 4.4 | 1.3 | 4.6 | 2.0 | 1033 | 2 | 7
Cc1cccc(C)c1-n1c(C)cc(/C=N/NC(=O)CSc2ncccn2)c1C | i | -10 | 0.6% | -9.6% | -116 | 491 | -0.34 | 1262 | -0.54 | -0.2 | -0.42 | 0.84 | 1.8 | 1.5 | 6.1 | -2.5 | 1123 | -5 | -9
C=CCN(c1ccc(Cl)cc1)S(=O)(=O)c1cccc(C(=O)O)c1 | i | 7 | -0.1% | -1.7% | -2 | 647 | 0.59 | 1168 | -0.3 | -0.29 | -0.33 | 0.08 | 4.2 | 1.1 | 6.3 | -2.3 | 1005 | -6 | 0
CC(C)(C)n1nnnc1C(c1cccnc1)N1CCN(c2ccccc2F)CC1 (stereo not drawn) | i | 10 | -3.2% | -4.9% | 0 | 707 | -0.61 | 1147 | -1.1 | -0.13 | -0.24 | 0.36 | 2.6 | 2.1 | 4.0 | -1.4 | 499 | 14 | 3
O=C(N/N=C/c1ccco1)c1ccccc1OCc1ccc(Br)cc1 | i | 0 | 4.9% | -0.1% | 5 | 670 | 0.07 | 1316 | 0.42 | -0.19 | 0.054 | -1.2 | 2.3 | 1.6 | 5.1 | -2.7 | 548 | 12 | 10
O=C(Nc1ccccc1Cl)c1ccc(-c2ccccn2)s1 | . | . | . | . | 0 | 717 | -1.2 | 1425 | 0.35 | -0.28 | -0.087 | 0.6 | . | . | . | 0.7 | 1301 | . | .
Oc1c(C(c2cccs2)N2CCN(c3ccccc3)CC2)sc2ncnn12 (stereo not drawn) | i | 11 | -1.2% | -1.3% | -15 | 715 | -0.51 | 1146 | -0.34 | -0.2 | -0.036 | -0.17 | 5.8 | 2.8 | 9.9 | -3.5 | 1230 | 11 | 1
O=C(CO/N=C/c1ccccc1)Nc1c(F)c(F)c(F)c(F)c1F | i | 21 | -1.6% | -5.4% | 5 | 644 | -0.91 | 1463 | -0.74 | -0.21 | -0.52 | 0.53 | 2.5 | 1.4 | 11 | -3.3 | 1101 | -4 | -28
O=C(CN1CC(c2ccccc2)CC1=O)OCc1cccc(Br)c1 (stereo not drawn) | i | -2 | -1.0% | 2.2% | . | . | -0.53 | 930 | 1.2 | -0.16 | 0.63 | 0.22 | 3.4 | 2.3 | 2.8 | . | . | 11 | 7
COC(=O)CSc1nccc(-c2ccc(F)cc2)c1C#N | i | 6 | 1.3% | 1.8% | 29 | 713 | -0.32 | 1471 | -0.12 | -0.32 | -0.061 | 0.53 | 4.1 | 1.4 | 1.6 | 0.5 | 1483 | 10 | 12
Cc1cccc(NC(=S)NC2CC3CCC(C2)N3Cc2ccco2)c1 (stereo not drawn) | i | -1 | -1.0% | -0.8% | . | . | 1.1 | 1334 | -0.97 | -0.22 | -0.028 | 0.077 | 2.5 | 1.9 | 5.8 | 1.8 | 1317 | 5 | 2
